miR-122 sensor – miR-122 Renilla sensor signal increase in Huh7, primary screen, miR-122 inhibitor project, cell-based, single point, plate reader; activation (reporter increase), % at 12.5 µM; Huh7 miR-122 Renilla luciferase sensor, 48 h; neutral wells = 0, positive control = 100; actives 0.3% (n = 340,000); AID 602342, 2012;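 active means mean replicate activation score at least 90 and every replicate individually at or above 90; inconclusive means only one of the two criteria met; inactive means neither criterion met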;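 further: higher luciferase means less miR-122 activity so hits act as miR-122 inhibitors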
DENV2 CPE rescue – inhibitors of DENV2 cytopathic effect, primary screen, cell-based, plate reader, single concentration. DENV2-infected cells, cytopathic effect rescue. actives 1.7% (n = 350,000). CPE inhibition, % at 9.99 µM; in the data active means CPE inhibition above about 20%, passing the limit was not always enough; inconclusive means no clear call, values can overlap the other calls; tested in BHK-21 cells;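 further: 0% = median of neutral control wells and 100% = median of positive control wells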
PAX8 reporter – inhibitors of PAX8-driven TPO luciferase reporter, primary screen, RMG-I cells, single concentration; SteadyGlo, 24 h; inhibition, % at 12.6 µM; actives 1.2% (n = 360,000); AID 652154, 2013;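 active means mean replicate inhibition at least 60% with every replicate also reaching 60%; inconclusive means only one of the two criteria is met; inactive means mean below 60% and not all replicates reaching 60%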;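 further: luciferase light reporting Pax8 driven TPO promoter activity; plate controls were median of neutral control wells for no effect and mitoxantrone controls for full effect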
INS-1E GSIS act – GLuc luminescence reporter in INS-1E cells, primary screen for activators of glucose-dependent secretion of insulin. INS-1E GLuc reporter insulin secretion, 2-3 h. activation, % at 16.6 µM. actives 0.61% (n = 370,000). AID 743287, 2014;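 active means lowest replicate activation of at least 40%, so every replicate reaches that level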;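 further: 0% = median of neutral control wells and 100% = median of IBMX positive control wells; some compounds called inactive have numbers as strong as hits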
FN deposition inh – inhibitors of fibronectin matrix deposition, primary screen, AH1F cells, Alexa488-fibronectin fluorescence, plate reader; actives 0.086% (n = 350,000); inhibition, % at 12.6 µM; AH1F fibroblasts, overnight; AID 743247, 2014;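 active means mean inhibition across replicates of 30% or more, regardless of how many single replicates reach that level; inconclusive means mean under 30% yet at least half of replicates reach 30%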;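 further: positive control wells lacked labelled fibronectin entirely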
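Assay system: AH1F fibroblasts assembling fluorescent fibronectin matrix; Amount: 10000 AH1F cells per well; Buffer or medium: DMEM, 2% serum; Probe or stimulus: Alexa488-fibronectin, 24 nM final in well; Doses: single compound dose, delivered by pin transfer; Incubation: 1 h adhesion, overnight exposure; Measured by: fluorescence 485/525 nm; Read-out: fibronectin deposition inhibition.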
F508del corr – F508del CFTR correction, initial screen, CFBE line, single point; CFBE cells, YFP halide quenching; stimulated with forskolin plus potentiator P3; % fluorescence drop versus neutral controls; activity (quench increase), % at 7.58 µM; actives 0.36% (n = 350,000); AID 720511, 2013;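 active means mean added fluorescence quench of at least 8% versus neutral control, with both replicates also reaching 8%; inconclusive means only one of the mean or replicate conditions met; inactive means mean below 8% and not both replicates reaching 8%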;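 further: cells transiently co-express mutant CFTR-F508del with the halide-sensitive YFP; corrector assay measuring rescue of mutant channel to the surface after 24 h compound exposure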
EWS-Fli block – EWS/Fli-driven NR0B1 reporter inhibitors, primary screen, A673 cells, NR0B1 luciferase, luminescence, MLPCN library; viability-normalised; inhibition, % at 12.6 µM; actives 0.67% (n = 350,000);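 active means mean inhibition of at least 50% after viability correction, with every replicate also passing that limit; inconclusive means mean reaches 50% but only one of two replicates passes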;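 further: firefly luciferase signal divided by Alamar Blue viability fluorescence both relative to DMSO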
* = called active by the depositor; ? = inconclusive; . = no result given; & = joins results of further samples; [ ] = remark or other dose.

SMILES	miR-122 sensor	DENV2 CPE rescue	PAX8 reporter	INS-1E GSIS act	FN deposition inh	F508del corr	EWS-Fli block
C[C@H]1CN([C@@H](C)CO)S(=O)(=O)c2ccc(Br)cc2O[C@H]1CN(C)CC1CC1	2[16.7 µM]	4	3	9	-9	2.7	-13
O=C(c1cccc(F)c1)N1CCCCN2[C@@H](CO)[C@H](c3ccc(-c4cccnc4)cc3)[C@@H]2C1	-5[16.7 µM]	6	-3	0	.	1.1	.
COC(=O)[C@]1(CC(C)C)N[C@H](c2ccc(-c3ccccc3)cc2)[C@@H]2C(=O)N(C)C(=O)[C@@H]21	-1	8	14	7	6	0.3	10
O=C(c1ccco1)N1CCN(C(=O)C2CC(c3ccc(F)cc3)=NO2)CC1 (stereo not given)	1	6	-6	-11	-9	-2.8	-12
O=C(NNS(=O)(=O)c1ccccc1)c1cc2cc3ccccc3nc2s1	10	.	-31	.	12	.	.
O=C(Nc1ccccc1F)N1CC(=O)N2[C@@H](CO)[C@H](c3ccc(C#CC4CCCC4)cc3)[C@@H]2C1	.	3	11	-18	-7	4.8	0
Cc1cccc(C)c1-n1nnnc1C1(C)CCC(=O)N1C1CCN(Cc2ccccc2)CC1 (stereo not given)	.	12	8	0	-7	4.6	-1
C[C@@H]1CN([C@H](C)CO)C(=O)c2cccc(NC(=O)C3CCCCC3)c2O[C@@H]1CN(C)S(=O)(=O)c1ccc(F)cc1	-4[16.7 µM]	?	.	-5	.	-0.5	-3
CC(=O)c1ccc(S(=O)(=O)N2CCN(CC(=O)NC(=O)NC3CCCCC3)CC2)cc1	.	-5	6	-5	1	-1.4	4
COc1cc(/C=C2\SC(=S)N(CCCCC(=O)O)C2=O)ccc1OS(=O)(=O)c1ccc(C)cc1	6	-6	-1	2	.	-6.9	14
C[C@H]1CCCCO[C@H](CN(C)C(=O)c2ccncc2)[C@@H](C)CN([C@@H](C)CO)C(=O)c2cc(NC(=O)c3ccccc3)ccc2O1	2[16.7 µM]	6	-2	1	.	-1.7	.
CCOc1ccccc1N(CC(=O)N1CCCCCC1)S(=O)(=O)c1ccc(C)cc1	?	-1	0	-19	7	-3.3	14
C[C@H](O)[C@@H]1C(=O)N2CCc3c([nH]c4ccccc34)[C@@H]2C[C@@H]1N(C)C(=O)c1ccco1	-4	13	2	4	1	1.6	-14
COc1cc(Br)cc(Br)c1OCC(=O)N/N=C/c1c(C)n(C)n(-c2ccccc2)c1=O	.	12	-9	2	.	-2.8	.
COc1cccc(C(O)c2nc(-c3cccc(CO)c3)cs2)c1 (stereo not given)	-2	3	-35	-10	-1	-3.7	-6
CC(C)NC(=O)C1(C)CCN1Cc1ccc(C(F)(F)F)cc1 (stereo not given)	.	-10	-3	-1	-41	-3.1	0
O=C(Nc1ccccc1)OC[C@@H]1CSCCS(=O)(=O)N1	.	-2	-27	16	1	0.8	-11
CN(C)C(=O)C[C@H]1C[C@@H]2c3cc(NC(=O)Nc4ccc(F)cc4)ccc3O[C@@H]2[C@H](CO)O1	-2[16.7 µM]	2	-10	1	-5	-0.9	-8
CCCc1ccc(-c2cc(N)n[nH]2)cc1	5	.	4	14	1	.	.
O=C(N[C@@H]1CC[C@@H](CC(=O)N2CCCCC2)O[C@@H]1CO)c1cccc(F)c1	.	-14	-7	3	.	-2.9	2
O=C(NC1CCCC1)c1cc2nc(-c3ccccc3)cc(-c3ccccc3)n2n1	-1	-4	9	27	1	-1.1	12
O=C(Nc1ccccn1)c1ccc(Cl)c(S(=O)(=O)N2CCCCCC2)c1	-2	2	-122	-8	-3	0.1	-44
Cc1cc(OCC(=O)Nc2cccnc2)c2c(C)cc(=O)oc2c1	-2	-2	-11	11	9	-1.6	.
CC1CCCCN1S(=O)(=O)c1ccc(C(=O)N2CCOCC2)cc1 (stereo not given)	-16	9	0	21	-7	-1.6	-9
CCCc1nnc(SCC(=O)N2CCCC2)n1Cc1ccco1	.	.	9	32	7	2.7	-6
CC(C)CCC1(CCNC(C)c2cccs2)CCOC(C)(C)C1 (stereo not given)	7	0	1	-20	-3	2.9	-4
CCN1CCN(Cc2ccc(NC(=O)c3cc(NC(=O)c4cnnc5ccccc45)cc(OC)c3)cc2C(F)(F)F)CC1	-19	1&-16	2&1	-11&11	5&-19	-1.2&0.6	11&-6
COc1ccc(NC(=O)Nc2cccc3c2O[C@H](CN(C)S(=O)(=O)c2ccc(OC)cc2)[C@H](C)CN([C@H](C)CO)C3=O)cc1	-10[16.7 µM]	1	-17	-13	.	0.2	-9
COC(=O)[C@@]12C[C@@H](CC(=O)N3CCN(C(=O)c4ccco4)CC3)C(=O)N(Cc3cccc4ccccc34)C1=CCC(C)(C)C2	.	13	31	-22	-4	6.3	-11
COc1ccc(-c2cc3nc(NCCN4CCCC4)n(C)c(=O)c3s2)cc1OC	-4	-2	-18	-5	-2	-2.5	-1
Oc1ccc(/C=N/n2c(COc3ccccc3)n[nH]c2=S)cc1O	.	-2	1	-34	-2	-2.7	15
COc1ccc(C(=O)/C=C/c2ccccc2)c(OC)c1	11	?	.	10	.	-0.7	-82
Cc1ccc(-c2ccnc3[nH]n(-c4ccccc4)c(=O)c23)cc1	-2	14	7	.	-4	1.0	-2
C[C@@H]1CCCCO[C@H](CN(C)C(=O)Cc2ccccc2)[C@@H](C)CN([C@@H](C)CO)C(=O)c2cc(NC(=O)Nc3ccc4c(c3)OCO4)ccc2O1	-13[16.7 µM]	?	13	4	.	-2.2	-4
C[C@H](CO)N1C[C@H](C)[C@@H](CN(C)Cc2ccc(Oc3ccccc3)cc2)Oc2ccc(NC(=O)C3CC3)cc2CC1=O	-2[16.7 µM]	-7	.	-11	.	-1.9	17
CCC(C)NC(=O)CCc1c(C)nc2c(c(C)nn2-c2ccccc2)c1C (stereo not given)	-10	-2	24	1	2	3.9	3
CCc1nnc(NC(=O)CCS(=O)(=O)c2ccc(C)cc2)s1	2	-8	64*	2	-6	1.7	-36
COc1ccccc1NCC(O)COc1ccc(C(C)(C)C)cc1 (stereo not given)	.	18	4	-28	11	3.1	8
COc1ccc(/C=C/C(=O)OCC(=O)c2ccccc2F)cc1	.	4	-119	5	-3	0.9	-28
Cc1ccc(C)c(-c2nn(-c3cc(N4CCN(CCO)CC4)ccc3[N+](=O)[O-])c(=O)c3ccccc23)c1	-3	6	.	-5	.	1.3	9
CC(C)C(=O)Nc1ccnc(-c2cccnc2)n1	1	1	.	15	.	-1.7	-1
COC(=O)Cc1ccc(NC(=O)C(c2ccccc2)c2ccccc2)cc1	.	-3	5	-7	-4	.	-26
CSc1sc(C(=O)NN)c2c1C1(CCC2)SCCS1	8	-11	5	.	9	1.0	4
O=C(COC(=O)/C=C/c1cccc(C(F)(F)F)c1)Nc1ccc(Cl)cn1	-9	-1	-3	2	7	-0.6	0
COc1ccc(C2C(C(=O)NCCCN3CCOCC3)c3ccccc3C(=O)N2c2ccc(OC)cc2)cc1 (stereo not given)	2	0	17	3	-5	-5.3	11
NC(=O)CC(NC(=O)Cc1cccc2ccccc12)c1ccc(NCc2ccccc2)c([N+](=O)[O-])c1 (stereo not given)	-4	.	0	16	-1	0.3	-13
Oc1ccc2sc(-c3ccccc3O)c(-c3ccc(OCCN4CCCCC4)cc3)c2c1	.	4	24	14	.	-2.0	23
COc1cccc(CN(C)C(=O)CNC(=O)c2ccc3c(c2)OCO3)c1OC	.	-1	3	4	0	-0.6	-5
COc1cccc(C(=O)NCc2ccc3c(c2)OCO3)c1OC	-3	-4	16	.	8	-3.9	-7
CCCNC(=O)C[C@H]1CC[C@H]2[C@H](COc3ccc(NC(=O)c4ccc(C(F)(F)F)cc4)cc3C(=O)N2C)O1	-38[16.7 µM]	1	3	5	5	0.0	-8
O=C1N(CCS(=O)(=O)c2ccccc2)Cc2ccccc2C[C@@]12N=C(c1ccc(OCCCO)cc1)O[C@H]2c1ccccc1	.	-2	94*	.	.	4.2	6
CCn1cc(C(=O)N2CCN(c3ccc(OC)cc3)CC2)c2cc(OC)c(OC)cc2c1=O	.	1	6	17	-7	0.0	-12
C[C@H](NC(=O)[C@@H]1CCCN1C(=O)[C@@H]1CCCN1C(=O)c1ccc(Cl)cc1)c1ccccc1	.	?	12	8	3	2.3	-9
Cn1c(=O)c2[nH]c(CCCCc3nc4ccccc4[nH]3)nc2n(C)c1=O	-2	47*	2	2	-3	-3.6	-16
CCc1ccc(C(O)c2ncc(-c3cccc4ccccc34)[nH]2)cc1 (stereo not given)	1	4	23	.	0	-1.6	11
O=C(O)c1ccnc(Cl)c1	-2	.	18	7	1	.	.
O=C(COC(=O)CN1C(=O)C2CCCCC2C1=O)Nc1cc(F)ccc1F (stereo not given)	.	9	1	-28	3	0.3	2
COc1cc(S(=O)(=O)Nc2ccc(Br)cc2)ccc1N	72	0	-7	3	6	6.1	5
O=C(NCC[C@H]1CC[C@H](NC(=O)c2cccnc2)[C@@H](CO)O1)Nc1ccc(C(F)(F)F)cc1	.	-9	5	16&-22	-29&5	0.0	-18
Cc1cc(O)c(-c2cc(C(=O)Nc3cccnc3)[nH]n2)cc1C	-2	14	-106	6	12	-4.5	-162
More compounds
SMILES	miR-122 sensor	DENV2 CPE rescue	PAX8 reporter	INS-1E GSIS act	FN deposition inh	F508del corr	EWS-Fli block
CC(C)C[C@H](NC(=O)OC(C)(C)C)C(=O)N[C@@H](CO)[C@H](O)[C@@H]1C[C@@H]1C(=O)N1CCCC1	0	-6	-17	8	3	-3.7	-21
Cc1cccc(C)c1-n1c(C)cc(/C=N\NC(=O)CC(=O)NC2CCCCC2)c1C	.	.	22	-43	-5	.	.
Cc1ccc(S(=O)(=O)Nc2ccc3c(c2)C(=O)N([C@H](C)CO)C[C@H](C)[C@@H](CN(C)C(=O)NC(C)C)O3)cc1	-8[16.7 µM]	.	-16	24	.	0.3	-6
C[C@H]1CN([C@@H](C)CO)C(=O)c2cc(NC(=O)Nc3ccc4c(c3)OCO4)ccc2O[C@H]1CN(C)S(=O)(=O)c1ccc(Cl)cc1	-9[16.7 µM]	-5	.	-18	-1	4.2	0
CC(C)n1nnnc1SCC(=O)c1ccc2c(c1)OCCO2	-1	.	-234	.	4	.	.
CC(=O)c1ccc(S(=O)(=O)N2CCN(C(=O)C3CCCC3)CC2)cc1	-5	-4	-3	4	-2	1.4	6
CC(C)CC#Cc1ccc([C@H]2[C@H]3CN(C(=O)NC4CCCC4)CCCCN3[C@H]2CO)cc1	-1[16.7 µM]	.	27	-28	.	5.3	-2
Cc1ccsc1/C=C1\Oc2cc(O)ccc2C1=O	-2	-1	-114	-10	-10	-1.1	-47
C[C@@H]1CCCCO[C@@H](CN(C)C(=O)Cc2ccccc2)[C@@H](C)CN([C@H](C)CO)C(=O)c2cc(NS(=O)(=O)c3cccs3)ccc2O1	.	-2	-4	-1	.	-1.7	-16
CCOC(=O)COc1nc(-c2ccco2)cc(-c2ccco2)c1C#N	-4	-4	5	.	3	2.0	2
COCC(=O)Nc1ccc2c(c1)C(=O)N(C)[C@H]1CC[C@@H](CC(=O)NC3CCCC3)O[C@@H]1CO2	3[16.7 µM]	-2	-11	10	-20	-0.1	2

Screening data deposited in PubChem BioAssay by Broad Institute.

Hits appear at their usual frequency, and some 3.9% of all compounds hit somewhere here.
